# VIM-2 inh = VIM-2 metallo-beta-lactamase inhibitors, primary screen, biochemical, epi-absorbance readout, Pseudomonas aeruginosa enzyme. purified VIM-2, nitrocefin hydrolysis, epi-absorbance fluorescence. inhibition, % at 5.6 µM. hit rate 0.89% among 290,000. AID 1527, 2009;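 active means inhibition above the mean of all tested compounds plus 3 SD, cutoff set per screening run, cut at about 7.5% in these data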;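 further: red hydrolysis product quenches plate fluorescence so inhibitors raise well fluorescence; 0% = enzyme with DMSO and 100% = DMSO without enzyme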
# IDE cell inh = human IDE inhibitors in live cells, primary screen, fluorescence polarization, HEK cells, FAbetaB substrate; Insulin-degrading enzyme (Homo sapiens), P14735; AID 434962, 2010; inhibition, % at 5.59 µM; hit rate 0.41% among 320,000; FAbetaB cleavage;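 active means percent inhibition above the average of all tested compounds plus 3 SD, set per screening campaign, cut at about 16% in these data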;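 further: IDE supplied by intact live HEK cells; FP after avidin binding of uncleaved biotin substrate so inhibition keeps polarization high; 0% = DMSO wells and 100% = 60 µM reference IDE inhibitor Ii1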
# Target sequence (P14735 whole entry, looked up): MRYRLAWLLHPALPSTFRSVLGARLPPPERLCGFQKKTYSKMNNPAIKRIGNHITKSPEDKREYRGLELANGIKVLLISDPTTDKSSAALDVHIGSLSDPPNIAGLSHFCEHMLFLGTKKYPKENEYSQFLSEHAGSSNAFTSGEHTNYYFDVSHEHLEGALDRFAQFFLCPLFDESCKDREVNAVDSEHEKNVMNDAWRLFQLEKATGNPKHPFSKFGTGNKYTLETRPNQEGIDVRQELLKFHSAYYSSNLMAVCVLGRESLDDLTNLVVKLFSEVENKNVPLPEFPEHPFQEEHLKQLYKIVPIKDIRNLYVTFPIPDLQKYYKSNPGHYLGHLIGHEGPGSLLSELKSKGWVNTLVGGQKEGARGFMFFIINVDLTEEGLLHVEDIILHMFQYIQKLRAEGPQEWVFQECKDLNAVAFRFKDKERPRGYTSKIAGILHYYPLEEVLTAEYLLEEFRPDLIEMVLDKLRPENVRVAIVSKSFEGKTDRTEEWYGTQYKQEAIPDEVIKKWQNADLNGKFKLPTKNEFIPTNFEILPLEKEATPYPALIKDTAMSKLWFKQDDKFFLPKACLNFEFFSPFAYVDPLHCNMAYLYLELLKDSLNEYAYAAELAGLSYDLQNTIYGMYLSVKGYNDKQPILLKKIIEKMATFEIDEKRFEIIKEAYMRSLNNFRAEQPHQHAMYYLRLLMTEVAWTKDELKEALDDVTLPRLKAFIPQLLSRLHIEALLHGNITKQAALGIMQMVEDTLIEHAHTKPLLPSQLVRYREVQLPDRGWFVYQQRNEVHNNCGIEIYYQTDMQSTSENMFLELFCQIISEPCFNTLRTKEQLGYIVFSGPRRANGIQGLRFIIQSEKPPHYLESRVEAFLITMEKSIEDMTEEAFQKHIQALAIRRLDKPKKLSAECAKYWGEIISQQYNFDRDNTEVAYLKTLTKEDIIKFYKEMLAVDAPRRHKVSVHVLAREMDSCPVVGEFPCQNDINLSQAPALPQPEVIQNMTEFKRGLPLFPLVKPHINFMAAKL
# IDE act = human IDE activators in live cells, primary screen, fluorescence polarization, HEK cells, FAbeta-B substrate | FAbeta-B cleavage; 0% vehicle, 100% cell-free pure enzyme wells | activation, % at 5.96 µM | hit rate 0.073% among 340,000 | AID 493087, 2011;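 active means activation above the mean of all tested compounds plus 3 SD, set per screening campaign, cut at about 17% in these data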
# pCIP destab = p/CIP-EGFP fusion destabilizers, primary screen, fluorescence, F442A cells. Q05BA5. 16 h. decrease of EGFP signal, % at 10 µM. hit rate 0.01% among 290,000. AID 1984, 2009;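 active means EGFP signal decrease of at least 30% at 10 µM or well 3 SD below plate mean, unless failing retest; inactive means the rest, including hits failing retest or dose response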; further: some compounds called inactive have numbers as strong as hits; many of its hits are not listed in these tables
# IMP-1 inhibitor = IMP-1 metallo-beta-lactamase inhibitors, primary screen, biochemical, epi-absorbance readout, Pseudomonas aeruginosa enzyme; metallo-beta-lactamase IMP-1 (Pseudomonas aeruginosa); purified IMP-1, nitrocefin hydrolysis, epi-absorbance fluorescence; inhibition, % at 5.6 µM; hit rate 0.45% among 290,000; AID 1556, 2009;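 active means inhibition above the mean plus 3 SD of all compounds in the same screening run, cut at about 4.5% in these data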;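 further: 0% = IMP-1 with DMSO and 100% = DMSO wells lacking enzyme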
#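 Assay system: purified IMP-1; Quantity: IMP-1 0.2 nM before substrate addition; Medium: HEPES buffer pH 7.1 with ZnSO4 and Brij 35; Incubation: 15 min enzyme–compound preincubation, then 25 min nitrocefin reaction, 25 °C; Signal: fluorescence quenching readout, ex 480/em 530 nm; Controls: DMSO with and without IMP-1; Repeats: singlicate testing.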
# PHOSPHO1 inh = PubChem AID 1565 | Phosphoethanolamine/phosphocholine phosphatase (Homo sapiens), Q8TCT1 | recombinant PHOSPHO1, absorbance phosphatase assay | inhibition, % at 13.3 µM | hit rate 1.1% among 290,000; in the data active means inhibition above about 60%
# GPR7 antagonist = GPR7 receptor antagonists, primary screen, cell-based, fluorescence, single concentration; GPR7-expressing cells, fluorescence antagonist assay; inhibition, % at 4.4 µM; hit rate 1.1% among 290,000; AID 1861, 2009; in the data active means inhibition above about 16%, passing the limit was not always enough;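 further: cells stimulated with the agonist NPW; 0% = agonist with vehicle and 100% = vehicle without agonist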
# M18AAP inhibitor = PfM18AAP inhibitors, malaria aminopeptidase, primary screen, biochemical, QFRET, recombinant enzyme; AID 1822, 2009; inhibition, % at 7.35 µM; H-Glu-NHMec fluorogenic cleavage; hit rate 1.2% among 290,000;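 active means inhibition above the campaign mean inhibition over all tested compounds plus 3 SD, cut at about 28% in these data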;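 further: 0% = plate median of test compound wells and 100% = 2 mM ZnCl2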
# NALP1 yeast inh = NALP1 inflammasome inhibitors in reconstituted yeast, colorimetric, S. cerevisiae, triplicate retest | S. cerevisiae NALP1/ASC/caspase-1 growth, X-gal OD620, 72 h | inhibition, % at 10 µM | hit rate 0.61% among 280,000 | AID 2071, 2009; in the data active means inhibition mostly above about 24%, no sharp cut-off; inactive means mostly below about 32%; further: some compounds called inactive have numbers as strong as hits
# The depositor's hits bear a star; · = not tested or not shown; & = joins results of further samples. An unsorted share of the library. Share with any hit: about 5.3%.
# Preview, 2 compounds:
SMILES,VIM-2 inh,IDE cell inh,IDE act,pCIP destab,IMP-1 inhibitor,PHOSPHO1 inh,GPR7 antagonist,M18AAP inhibitor,NALP1 yeast inh
CC1(C)Nc2ccccc2N(Cc2ccc([N+](=O)[O-])cc2)C1=O,-1.0,4,6,-1,-3.1,-75,6,-2,-8
Cc1csc(NC(=O)c2ccc[nH]c2=O)n1,-0.3,4,3,0,-3.5,-1,-10,4,3

# All compounds of this part, from the start:
SMILES,VIM-2 inh,IDE cell inh,IDE act,pCIP destab,IMP-1 inhibitor,PHOSPHO1 inh,GPR7 antagonist,M18AAP inhibitor,NALP1 yeast inh
CC1(C)Nc2ccccc2N(Cc2ccc([N+](=O)[O-])cc2)C1=O,-1.0,4,6,-1,-3.1,-75,6,-2,-8
Cc1csc(NC(=O)c2ccc[nH]c2=O)n1,-0.3,4,3,0,-3.5,-1,-10,4,3
COc1ccc(S(=O)(=O)Nc2ccc3c(c2)n(C)c(=O)n3C)cc1OC,0.7,-7,7,10,-2.2,13,-14,-1,7
Cc1cc2c(cc1C)-c1c(ssc1=Nc1ccc(S(N)(=O)=O)cc1)C(C)(C)N2,-3.5,-1,4,-12,-2.8,-12,-3,3,7
Cc1cc(C)n(CC(=O)Nc2ccc(N3CCOCC3)c(Cl)c2)c(=O)c1C#N,1.3,1,2,-23,-2.1,35,-8,-11,12
Cc1cc(C)n(C(=O)CCC(=O)Nc2ccc(C)c(C)c2)n1,-1.5,5,2,5,0.1,5,4,2,-7
CCCc1nnc(SCC(=O)Nc2nccs2)o1,-2.3,2,3,3,-6.0,-5,-6,4,-32
CC(C)NS(=O)(=O)c1cccc2nsnc12,-2.9,5,4,-3,-3.2,58,-12,-3,19
Clc1ccc(CSc2nnc3ccccn23)c(Cl)c1,0.0,-2,0,-1,0.2,-18,-8,2,21
CC(=O)N/C(=C\c1cccc([N+](=O)[O-])c1)C(=O)NC1CCCCC1,-4.0,4,3,-15,-1.5,-21,-10,-6,12
CCOC(=O)c1sc(NC(=O)CSc2nnnn2-c2ccccc2)nc1C,-0.8,0,4,-6,-4.0,10,-2,-1,17
CCC(C)(C)c1ccc(Oc2ccc(NC(=O)COC(=O)C3=COCCO3)cc2)cc1,-0.5,-3,2,-15,-3.2,-7,-7,0,-6
O=C(Nc1ccc(Cl)cc1Cl)C1CCC(=O)N1Cc1ccccc1Cl (stereo unspecified),-3.9,1,2,11,-2.9,7,-14,6,-5
CCOCCCn1c(=NC(C)=O)c(C#N)cc2c(=O)n3cccc(C)c3nc21,2.3,2,·,-4,-1.4,12,-6,-9,15
COc1ccc(C(=O)c2ccc(Cl)c([N+](=O)[O-])c2)cc1,-1.5,2,4,-12,-3.5,-51,-11,5,10
O=C(NCc1cccnc1)c1nnc(Cc2ccc(F)cc2)o1,·,1,4,0,·,-7,·,·,7
O=C(CCN1CCCCC1)N=Nc1c(O)[nH]c2ccccc12,-1.5,3,6,-2,-2.5,-7,-6,3,0
Nn1cc(-c2ccccc2)nc1SCC(=O)N1CCN(S(=O)(=O)c2ccc(Cl)cc2)CC1,-4.0,2,2,6,-2.4,59,8,-6,8
O=c1c(-c2cc3ccccc3o2)[n+]([O-])c2ccccc2n1OCc1ccccn1,-1.9,5,-1,-12,-1.6,15,1,-5,5
CC1CCCCN1S(=O)(=O)c1ccc(C(=O)Nc2nnc(-c3cccs3)o2)cc1 (stereo unspecified),-0.5,-1,3,-7,-2.1,12,-6,-16,-10
CCC(=O)Nc1ccc(S(=O)(=O)NCCc2ccccc2)cc1,0.1,4,0,1,-0.7,2,1,-9,10
COc1ccc(O)c(C(c2c(C)[nH][nH]c2=O)c2c(C)[nH][nH]c2=O)c1,-2.7,-5,0,-23,-3.4,41,-2,7,-8
NC(=O)c1ccsc1NC(=O)CSc1ccccc1F,-2.6,-1,5,-18,0.2,15,-5,10,19
Cn1c2ccc(Br)cc2c2nnc(SCC(=O)O)nc21,9.8*,5,1,12,1.9,-18,-5,8,-10
CCOCCCNC(=S)Nc1ccc(Br)cc1Cl,-1.0,0,7,4,-3.5,15,-10,5,-5
Cc1nc(SCc2ccc(F)cc2)c([N+](=O)[O-])[nH]1,-1.5,2,8,6,-2.2,-6,-11,8,16
Cc1nc(NCC2CCCO2)nc2c1C(=O)CC(C)C2 (stereo unspecified),-3.4,0,3,-2,-3.9,5,-11,-4,10
CSCCC(NC(=O)c1ccccc1)C(=O)N/N=C(\C)Cc1ccccc1 (stereo unspecified),0.8,·,5,-12,0.0,36,3,-8,10
COc1ccccc1-n1cc(CN2CCN(C3CCCC3)C(CCO)C2)cn1 (stereo unspecified),-0.7,-5,0,-2,-1.3,45,-10,1,8
Cc1ccc(C)c(NC(=O)CCC(=O)NNC(=S)Nc2ccccc2)c1,0.1,6,2,0,-2.2,-137,0,6,-23
CN(NC(=O)c1ccc(Cl)cc1)c1nc(-c2ccccc2)nnc1C(F)(F)F,-2.5,4,3,-1,-3.2,-12,-18,2,-3
CCOCCCNC(=O)Cn1cc2c(n1)CCCC2,1.0,-5,5,-1,-3.3,5,1,-11,12
O=C(CCCN1C(=O)/C(=C/c2cccs2)SC1=S)Nc1ccccc1O,-3.0,-2,0,-13,-0.5,40,-7,8,-8
COc1cc(/C=C(\C#N)c2ccccn2)ccc1OCc1ccc(Cl)cc1,-2.0,-1,-5,-15,-2.9,1,-9,-1,24
CCN(CC)c1nc(N)nc(NS(=O)(=O)c2ccc(Cl)cc2)n1,0.7,-6,4,-11,-2.3,-6,-8,-2,26
CC1(C)C2CCC(C2)C1(C)NC(=O)CNCc1cccs1 (stereo unspecified),-5.8,8,-4,-67,-3.3,10,-1,5,4
O=C(CSCc1c(Cl)cccc1Cl)NCC1CCCO1 (stereo unspecified),-0.5,7,0,-8,-2.0,48,18,6,10
Cc1ccc(Cl)c(Nc2ccccc2C(=O)O)c1Cl,7.4,7&6,2&0,-14,1.0,4,-15,-5,21
O=C(c1ccccc1NS(=O)(=O)c1ccccc1[N+](=O)[O-])N1CCCC1,-0.7,1,5,-10,-1.7,14,-17,-7,12
CCN1CCN(Cc2ccc(NC(=O)c3cc(NC(=O)c4cnnc5ccccc45)cc(OC)c3)cc2C(F)(F)F)CC1,·,3,4,-4,·,44,·,·,·
CSc1ccc(Cl)c(C(=O)OCC(=O)NCc2ccco2)c1,-1.4,9,6,-10,-0.6,2,-5,8,11
COc1cc(NC(=O)C/C(C)=N/NC(=O)C(OC)c2ccccc2)c(OC)cc1Cl (stereo unspecified),-1.9,-3,6,-6,-2.2,12,-8,0,34
CCCOc1ccccc1/C=N/Nc1ccnc(=O)[nH]1,-1.5,6,-4,-4,-3.1,28,-5,-8,10
CC1=C(C(=O)OC2CCCCCC2)C(c2ccc(C)o2)C2=C(CCCC2=O)N1 (stereo unspecified),-3.6,3,0,-14,-3.4,-18,1,7,2
COc1cc(OC)c(C2=NOC(C(=O)N3CCCc4ccccc43)C2)cc1Cl (stereo unspecified),-2.1,4,4,5,-0.5,16,-3,8,37*
S=c1[nH]nc(C2(c3ccccc3)CCCC2)o1,-1.5,-3,5,-6,-4.3,-99,-17,7,·
O=C(CN1CCN(c2ccc(F)cc2)CC1)N1CCOCC1,-3.2,-1,3,-11,-3.5,15,-2,-6,-5
COCC(C)NS(=O)(=O)c1ccc(OC)cc1 (stereo unspecified),-5.4,-5,-2,-10,-2.4,-8,-3,-4,20
Cn1c(=O)c2ncn(CC(=O)NCCOc3ccc(C(C)(C)C)cc3)c2n(C)c1=O,-3.4,·,0,-5,-1.3,18,-17,1,25
Cc1c(-c2nc(N)nc(Nc3ccccc3F)n2)oc2ccccc12,-1.3,3,0,-76,-1.9,-16,-2,-8,17
CCN(CC)S(=O)(=O)c1cccc(-c2nnc(SCC(N)=O)n2C)c1,0.5,-1,1,3,-2.3,-3,0,-13,7
Cc1oc(-c2ccccc2)cc1C(=O)Nc1cccc(/C=C/C(=O)O)c1,-0.4,·,8,-9,-1.9,23,0,8,-4
C=CCNC(=O)NC(=O)CSc1nc2cc([N+](=O)[O-])ccc2n1-c1cccc(C(F)(F)F)c1,-2.5,4,5,-8,-4.0,-11,-6,0,18
CCCOC(=O)C1C2C=CC3(CN(c4ccc(Cl)c(F)c4)C(=O)C13)O2 (stereo unspecified),-1.0,0,-2,-22,-1.6,42,-8,-1,30
COc1ccc(-n2c(-c3ccccc3)cc3c2CCCC3=O)cc1,-0.5,1,5,-10,-1.8,15,4,4,-3
CCN1CCCC1Cn1cnc2c([nH]c3ccc(C)cc32)c1=O (stereo unspecified),3.9,3,-7,11,1.3,-1,4,2,11
O=C(NCc1ccco1)C(=O)c1cn(CC(=O)N2CCCCC2)c2ccccc12,-2.0,-1,-1,0,-2.1,1,2,3,-6
Nn1c(SC/C=C/c2ccccc2)nnc1-c1ccco1,-1.1,0,-4,16,-1.5,-41,4,-4,4
CC(=O)n1cc(/C=N/NC(=O)c2ccc([N+](=O)[O-])cc2)c2ccccc21,-1.3,2,3,-6,-2.4,38,8,4,-2
COc1ccccc1NC(=O)CSc1nnc(CNC(=O)c2ccco2)n1C,1.1,-14,2,-3,-1.9,40,-15,-6,-6

# Further entries follow.
SMILES,VIM-2 inh,IDE cell inh,IDE act,pCIP destab,IMP-1 inhibitor,PHOSPHO1 inh,GPR7 antagonist,M18AAP inhibitor,NALP1 yeast inh
COCCCNS(=O)(=O)c1ccc2[nH]c3c(c2c1)CCCCC3,1.4,-2,1,-15,-1.1,34,-27,-6,8
COc1ccccc1C1=NC(c2ccccc2)CN1c1ccccc1 (stereo unspecified),-1.7,-1,3,1,-2.7,16,-13,-10,-4
Cc1onc(-c2ccccc2)c1C(=O)Nc1nnc(-c2ccncc2)s1,-6.3,2,9,-7,-5.1,-31,-7,7,16
O=C(Nc1cccnc1)c1ccc(F)cc1,-2.4,0,4,4,-2.4,-35,-4,-1,11
O=C(N/N=C/c1ccccc1OC(=O)c1ccc2c(c1)OCO2)c1ccccc1,-4.6,4,1,-18,-3.8,7,-17,1,32
Cc1cc(C(=O)OCC(=O)NC(C)c2ccccc2)c(C)o1 (stereo unspecified),-1.6,11,3,-5,0.4,20,-12,1,6
O=C(CNC(=S)N(Cc1ccccc1F)C1CCCCC1)NCCN1CCOCC1,-1.1,8,-4,-9,-1.2,16,2,2,-9
Cc1cc(-c2ccccc2)[nH]c(=O)c1S(=O)(=O)c1ccccc1,1.1,3,6,-12,-1.3,-5,2,-13,15
CCC(CC)C(=O)NCCc1cc2c(C)ccc(C)c2[nH]c1=O,-1.8,-1,5,-16,-2.1,32,-19,4,10
Cc1cc(=O)c2ccc3ccccc3c2[nH]1,1.3,-7,-3,-1,-1.2,6,-11,1,6
COc1ccc(C(=O)NNC(=S)Nc2ccccc2)cc1,-3.6,1,7,-6,-1.8,8,-12,6,-12
O=C(NC1(C(F)(F)F)C(=O)Nc2c1c(=O)[nH]c(=O)n2Cc1ccco1)C1CCCCC1 (stereo unspecified),-0.3,-10,-2,-1,-1.6,-9,5,0,6

# Source: PubChem BioAssay (several laboratories)
